Compound activity deposited in PubChem BioAssay by several laboratories.
GC-B act: human GC-B receptor activators, primary screen, HEK293 GC-B cells, cGMP TR-FRET, EC30 CNP | Atrial natriuretic peptide receptor 2 (Homo sapiens), P20594 | 0% at EC30 CNP, 100% saturating CNP | activation, % at 10 µM | hit rate 0.11% among 370,000 | AID 1920062, 2024;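 active = activation at 10 µM reaching about 35% in either raw or pattern-adjusted values, limit read from the data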
SMARCA2 act: SMARCA2 (BRM) function activators, primary screen, cell-based, luminescence, high throughput | activation, % at 9.1 µM | MG213 cells, MMTV-luciferase reporter, dexamethasone, overnight | hit rate 1% among 370,000; in the data active = activation above about 7.8%;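 also: 0% = vehicle wells and 100% = reference activator wells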
hgDAF-12 ag: H. glycines DAF-12 receptor agonists, primary screen, cell-based, luminescence, HEK293, GAL4 fusion, UAS-luciferase. activation, % at 6.8 µM. hit rate 1.8% among 370,000. HEK293 GAL4-hgDAF12 UAS-luciferase reporter, agonist luminescence; normalized to butyrate control;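 active = activation above a cutoff set at the mean of all screened compounds plus 3 SD, cut at about 10% in these data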;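 also: 0% = DMSO wells and 100% = sodium butyrate wells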
hcDAF12 agonist: H. contortus DAF-12 nuclear receptor activators, primary screen, cell-based, luminescence, HEK293, lit1-tk-luc reporter. HEK293 hcDAF-12 lit1-tk-luc reporter; 0% DMSO, 100% Δ7-dafachronic acid. activation, % at 6.8 µM. hit rate 1.4% among 370,000;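 active = activation above the mean of all tested compounds plus 3 SD, cut at about 5.5% in these data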;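 also: 100% = response to 3 µM Δ7-dafachronic acid high control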
NPR1 activator: GC-A stimulated cGMP production enhancers – HEK293 GC-A cells, cGMP TR-FRET, EC30 ANP, primary screen | activation, % at 10 µM | 0% at EC30 ANP, 100% saturating ANP | AID 1671463, 2021 | hit rate 0.14% among 370,000 | Atrial natriuretic peptide receptor 1 (Homo sapiens), P16066; in the data active = activation above about 40%
DAX1 inh-1: DAX1 (NR0B1) inhibitors, primary screen, cell-based, HEK293, Gal4-DAX1, luciferase luminescence. Nuclear receptor subfamily 0 group B member 1 (Homo sapiens), P51843. HEK293 Gal4-DAX1 luciferase reporter. hit rate 0.99% among 340,000. AID 504766, 2011. inhibition, % at 6.75 µM;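 active = inhibition above the mean over all tested compounds plus 3 SD, cut at about 4.2% in these data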;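 also: 0% = DAX1-transfected cells with DMSO and 100% = empty-vector control cells with DMSO; inhibition shows as a rise in luminescence from relieved DAX1 repression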
Target sequence (P51843 207-470 limits assumed): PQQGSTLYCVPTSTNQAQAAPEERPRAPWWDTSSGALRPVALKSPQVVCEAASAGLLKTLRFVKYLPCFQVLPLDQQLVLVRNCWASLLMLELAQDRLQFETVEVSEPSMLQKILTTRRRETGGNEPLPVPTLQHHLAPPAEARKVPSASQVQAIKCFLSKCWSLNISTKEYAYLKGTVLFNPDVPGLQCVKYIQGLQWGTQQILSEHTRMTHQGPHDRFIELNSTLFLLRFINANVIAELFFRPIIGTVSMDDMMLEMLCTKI
FXN GAA850 act: FXN promoter activators, primary screen, cell-based, luciferase luminescence, HEK293 lucGAA850. HEK293 lucGAA850 FXN promoter luciferase reporter, 24 h; percent of 10 µM SAHA response. activation, % at 6 µM. AID 540364, 2011. hit rate 0.56% among 360,000;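 active = activation above the average of all compounds screened plus 3 SD, cutoff fixed separately per campaign, cut at about 7.5% in these data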;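 also: 0% = DMSO wells and 100% = 10 µM SAHA wells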
DAX1 inh-2: DAX1 (NR0B1) inhibitors on StAR promoter, primary screen, cell-based, luminescence, SF-1 (NR5A1), full-length DAX-1 | HEK293T StAR-luciferase reporter, SF-1/DAX-1 repression relief | inhibition, % at 6.8 µM | hit rate 1.1% among 370,000 | AID 652010, 2013;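 active = inhibition above the mean over all tested compounds plus 3 SD, cut at about 3.6% in these data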;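 also: 0% = DAX-1 cells with DMSO and 100% = cells lacking DAX-1 with DMSO; higher inhibition means more luminescence from relief of DAX-1 repression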
HGIII-sPLA2 inh: human group III sPLA2 inhibitors, primary screen, biochemical, QFRET, BODIPY PC-A2 liposome substrate | Group 3 secretory phospholipase A2 (Homo sapiens), Q9NZ20 | QFRET BODIPY PC-A2 liposome hydrolysis, fluorescence | inhibition, % at 12.2 µM | hit rate 0.56% among 370,000 | AID 743126, 2013;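 active = inhibition above mean plus 3 SD of compounds lying within the high and low control bounds, cut at about 19% in these data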;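 also: 0% = median of test compound wells and 100% = no enzyme DMSO wells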
Target sequence (Q9NZ20 whole entry, looked up): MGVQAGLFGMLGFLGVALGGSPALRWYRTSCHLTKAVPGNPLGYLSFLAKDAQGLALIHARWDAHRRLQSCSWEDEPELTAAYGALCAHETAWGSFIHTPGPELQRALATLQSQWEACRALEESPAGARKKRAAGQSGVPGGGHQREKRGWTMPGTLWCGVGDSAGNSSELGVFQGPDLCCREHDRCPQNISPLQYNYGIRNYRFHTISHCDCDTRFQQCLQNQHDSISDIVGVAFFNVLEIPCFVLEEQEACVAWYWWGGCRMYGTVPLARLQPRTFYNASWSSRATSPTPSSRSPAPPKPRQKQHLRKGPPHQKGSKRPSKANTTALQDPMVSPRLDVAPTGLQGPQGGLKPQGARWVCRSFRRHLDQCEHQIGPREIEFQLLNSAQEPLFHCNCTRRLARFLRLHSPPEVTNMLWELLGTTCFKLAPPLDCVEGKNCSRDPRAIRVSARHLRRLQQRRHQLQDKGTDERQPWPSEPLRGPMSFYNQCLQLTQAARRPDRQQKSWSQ
ssDAF-12 act: S. stercoralis DAF-12 nuclear receptor activators, primary screen, cell-based, luminescence, HEK293, GRIP1 co-expression, lit1-tk-luc. AID 652126, 2013. activation, % at 6.8 µM. HEK293 ssDAF-12/GRIP1 lit1-tk-luc reporter; % of 3 µM dafachronic acid response. hit rate 1% among 370,000;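 active = activation above the mean over all tested compounds plus 3 SD, cut at about 0.9% in these data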;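 also: 0% = DMSO-only wells and 100% = 3 µM delta7-dafachronic acid wells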
proKLK7 act: proKLK7 zymogen activators, primary screen, biochemical, fluorescence intensity. Kallikrein-7 (Homo sapiens), P49862. purified proKLK7, EDANS-DABCYL substrate fluorescence; 100% is mature enzyme control, 0% vehicle. activation, % at 7 µM. hit rate 0.9% among 370,000;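 active = activation above the mean of all tested compounds plus 3 SD, computed per campaign excluding outliers beyond control limits, cut at about 13% in these data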
Target sequence (P49862 whole entry, looked up): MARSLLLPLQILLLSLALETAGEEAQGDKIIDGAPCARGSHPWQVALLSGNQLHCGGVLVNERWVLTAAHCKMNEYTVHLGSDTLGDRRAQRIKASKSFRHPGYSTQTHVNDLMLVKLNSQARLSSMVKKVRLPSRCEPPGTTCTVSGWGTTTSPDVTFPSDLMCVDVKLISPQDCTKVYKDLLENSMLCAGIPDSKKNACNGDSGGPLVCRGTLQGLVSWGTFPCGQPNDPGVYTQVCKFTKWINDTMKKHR
* hit, by the source's call; · = no result given.

SMILES	GC-B act	SMARCA2 act	hgDAF-12 ag	hcDAF12 agonist	NPR1 activator	DAX1 inh-1	FXN GAA850 act	DAX1 inh-2	HGIII-sPLA2 inh	ssDAF-12 act	proKLK7 act
Cc1ccc(N2CN(Cc3cccnc3)CNC2=S)cc1	-9	1	3.0	0.2	-2	-1.2	-0.3	0.3	1	-1.5	-0.1
CN(C)CCN(C(=O)c1ccc(N2C(=O)CCC2=O)cc1)c1nc2cc3c(cc2s1)OCO3	3	0	1.2	-0.1	0	1.7	1.6	0.7	-1	-1.6	-0.3
Cc1ccc(OCC(=O)Nc2ccc(C(=O)O)cc2NC(=O)COc2ccc(C)c(C)c2)cc1C	-3	0	1.4	-0.3	4	0.4	-2.0	2.6	-6	-0.7	-0.7
O=C(NCCCN1CCN(c2ccc(F)cc2)CC1)C1CCCN(c2ncnc3c2nc2n3CCCCC2)C1 (stereo not given)	-6	-3	-5.1	-2.6	-4	0.4	-2.3	-3.6	-3	-1.8	0.1
CC(=O)N1c2ccc(S(=O)(=O)N3CCCC(C(=O)N4CCCCC4)C3)cc2CC1C (stereo not given)	-1	-1	-3.2	-1.6	-3	-1.3	-0.4	-1.4	-6	0.2	0.3
Cc1ccc(C(=O)N/C(=C/c2cccs2)C(=O)NCCc2c[nH]c3ccccc23)cc1	-1	-1	7.0	5.5	0	0.9	-1.3	2.8	-66	-1.0	-0.6
Cc1nnc(NC(=O)CSc2nnc(CNC(=O)c3ccc(F)cc3)o2)s1	1	-3	2.1	-1.5	1	0.4	0.5	-1.3	0	-0.9	0.2
N#CCCN(NC(=O)OCc1ccccc1)C(=O)OCc1ccccc1	2	-2	-0.8	0.6	1	0.8	-0.7	-2.4	1	-0.7	-0.3
CCc1ccc(NC(=S)NC2CCN(Cc3ccccc3)CC2)cc1	4	-4	-5.5	-1.5	0	-1.4	-3.4	-0.3	-1	-1.5	0.3
Cc1cc(C(F)(F)F)nn1CC(=O)NCc1cccs1	1	-1	0.0	-1.5	2	-0.5	1.0	0.0	1	-1.7	0.1
COc1ccccc1-n1c(SCC(N)=O)nc2c(c1=O)SCC2	5	2	-2.6	2.7	2	2.5	0.0	0.0	-1	-1.0	0.1
Cn1c(CCN2CCN(c3ccccn3)CC2)nc2cc(NC(=O)COc3ccccc3)ccc21	4	-1	-6.7	-4.8	5	-1.3	-1.6	-1.0	-2	-1.6	-0.1
CCCCCCCC1c2c(c(C)c(C)oc2=O)Oc2c(C)c(C)oc(=O)c21	-3	0	-0.8	-1.0	-6	-0.4	0.4	-0.2	-4	-0.9	0.6
CC(=O)Nc1ccc(S(=O)(=O)NC2(C(F)(F)F)NC(=O)N(c3ccc(C)cc3)C2=O)cc1 (stereo not given)	1	-1	0.6	1.5	2	-0.6	0.0	1.3	1	-1.1	0.4
Nc1nc2c(Cl)ccc(Cl)c2s1	-5	0	-0.1	-2.8	13	1.0	0.5	0.2	-5	-0.8	-0.1
COC(=O)[C@]12C[C@H](CC(=O)NCc3cccc(C(F)(F)F)c3)C(=O)N(Cc3ccco3)C1=C[C@H](C(C)C)O[C@@H]2C1CC1	-9	-3	-3.6	-3.5	-11	·	·	-0.1	-13	-1.4	-0.7
CC(=O)c1ccc(CCCC(=O)O)cc1	-4	-3	-1.7	1.7	-1	4.9*	-0.4	-0.5	6	-1.3	-0.3
COC(=O)[C@]1(C)N[C@H](CN(C)S(=O)(=O)c2ccc(C)cc2)[C@@H]2C(=O)N(C)C(=O)[C@@H]21	-2	-3	0.4	0.4	1	0.0	·	1.6	5	-0.8	-0.4
C=CCn1cccc(C(=O)Nc2cc(OC)cc(OC)c2)c1=O	1	0	3.4	0.6	-2	-0.1	0.8	-0.7	-3	-1.2	0.2
CCOC(=O)C1CCCN(S(=O)(=O)c2c(C(=O)N3CCCCC3)c(C)n(C)c2C)C1 (stereo not given)	0	-2	0.1	0.3	-4	0.5	2.0	-0.3	-1	-0.6	0.1
CC1(C)Cc2c(ccc3ccccc23)C(=O)N1	3	0	5.8	-2.1	3	-1.1	-4.7	-1.6	0	-2.0	0.6
Nc1c(-c2ccccc2)cnc2cc(-c3ccccc3)nn12	-6	5	22*	2.4	-6	5.6*	3.9	6.0*	-7	0.9*	0.6
CC1=Nc2ccccc2N=C(NC(=O)c2ccccc2)C1c1ccccc1 (stereo not given)	-4	-3	19*	-0.3	-12	3.0	1.4	1.7	-1	0.0	0.2
C/C(=N\NC(=O)CN1CCN(S(=O)(=O)c2ccc(C)cc2)CC1)c1ccc(O)cc1	-6	-3	3.9	-1.6	-1	-0.8	-0.5	-0.3	-3	-1.3	0.4
CC(Sc1nc(-c2ccccc2)cc(C(F)(F)F)n1)C(=O)O (stereo not given)	-3	-2	0.0	-1.1	2	·	2.3	-0.4	1	-0.3	-0.7

Next part.
SMILES	GC-B act	SMARCA2 act	hgDAF-12 ag	hcDAF12 agonist	NPR1 activator	DAX1 inh-1	FXN GAA850 act	DAX1 inh-2	HGIII-sPLA2 inh	ssDAF-12 act	proKLK7 act
CC(=O)NC(CC(=O)N(Cc1ccccc1)c1cccc(C)c1)c1ccccc1 (stereo not given)	-12	-1	0.2	-1.8	-25	0.5	-1.9	-1.5	-5	-0.9	-0.2
CC(C)(C)NC(=S)NNC(=O)c1ccc2ncccc2c1	0	4	11*	3.9	1	1.7	5.4	3.8*	13	0.0	0.4
CC(=O)c1ccccc1OCCOCCOCCOc1ccccc1C(C)=O	2	-6	0.7	-1.1	-7	-0.5	-0.7	-0.2	-2	-1.4	-0.3
COc1cccc(CNC(=O)Cn2cc3c(n2)CCCC3)c1	-2	-3	-1.7	-1.4	1	-0.4	16*	0.7	10	-1.0	-0.6
COc1ccc2ccccc2c1CN1CCN(C(=O)c2ccco2)CC1	10	-4	-1.6	-0.9	0	-1.2	0.1	-0.5	-3	-0.6	0.1
CCCn1c(NCc2cccs2)nc2ccccc21	-7	1	0.3	0.4	-9	0.2	1.1	0.1	0	-1.4	-0.1
O=C(CCN1CCN(c2ccccc2)CC1)Nc1ccc2c(c1)OCO2	0	-1	-0.3	-1.0	1	0.1	-0.2	-0.8	5	-1.6	-0.1
CCOc1ccccc1CN1CCNC(=O)C1CC(=O)NCc1nccn1CC (stereo not given)	-1	-3	-1.7	0.3	-2	0.2	-1.6	1.4	-9	-1.1	-0.2
O=C(NC1CCCCC1)C(c1ccc(C(F)(F)F)cc1)n1c(=O)c(-c2cc3ccccc3[nH]2)nc2ccccc21 (stereo not given)	1	-2	1.9	1.7	7	·	·	-0.9	-3	0.0	-94
CCOC(=O)N1CCN(C(=O)CNS(=O)(=O)c2cccs2)CC1	-2	-1	-1.3	-0.5	2	0.0	-1.3	0.1	-2	-1.2	0.2
Cc1ccc(C)c(OCc2nnc(NC(=O)c3ccc4c(c3)OCO4)s2)c1	1	-2	-1.3	-2.2	8	0.6	0.9	0.4	6	-1.0	-0.8
O=S1(=O)CCN(Cc2ccccc2Cl)CC1	2	2	-0.1	0.4	0	1.0	-2.1	-0.2	-3	-1.1	0.1
CC(=O)Nc1ccc(-c2ccnc3c2CC(C(=O)NCc2ccccc2)O3)cc1 (stereo not given)	0	5	-6.2	0.8	-8	·	-1.9	4.5*	9	0.0	0.0
Cc1cc(-c2nsc(=O)o2)c(S(C)(=O)=O)s1	8	-1	-1.2	0.5	2	3.2	1.8	0.4	5	-0.8	-0.3
Cc1ccc2cc3cc(C(=O)NC4CC4)oc3nc2c1	2	1	4.0	-0.7	-1	0.1	4.2	2.6	6	-0.9	2.3
Cc1cc(C(=O)COC(=O)CC2Sc3ccccc3NC2=O)c(C)n1-c1cccc(C(F)(F)F)c1 (stereo not given)	7	0	2.2	4.0	-3	0.0	0.7	0.5	-5	1.2*	-0.5
Cc1ccc(C(=O)N2CCNC(=O)C2CC(=O)Nc2ccccc2)cc1 (stereo not given)	2	-1	-1.6	-0.7	-1	-0.1	2.2	-0.1	1	-0.8	-0.8
CCN(CC)C(=O)c1n[nH]c(=O)c2ccccc12	2	-1	6.4	-1.0	1	0.1	-1.8	0.2	7	-1.8	0.1
COc1ccc(S(=O)(=O)N2CCOCC2)cc1NC(=O)c1sccc1C	2	-2	-0.8	-2.0	-1	-0.1	-0.3	-1.8	11	-1.4	0.7
CC(C)(C)C(=O)Nc1cc2nn(-c3ccccc3)nc2cc1Cl	-9	-8	-16	-7.2	-11	-4.6	-15	-3.7	0	-3.0	0.2
Cc1ccc(C)c(NC(=O)CN(C)C(=O)c2oc3c(Cl)cccc3c2C)c1	-6	-2	-0.8	-2.3	-4	-0.9	0.1	-2.3	-3	-1.3	-0.3
O=C(CN(C(=O)c1nsc(Cl)c1Cl)c1ccc(F)cc1)NC1CCCC1	-1	-1	-1.0	-2.9	-3	0.2	0.6	0.0	2	-1.3	-0.6
CC(=O)Oc1ccccc1Cn1c(C)c(C(=O)NCc2cccc([N+](=O)[O-])c2)sc1=O	-5	0	-3.7	0.0	-2	·	-2.1	-2.0	-6	-1.9	0.0
COc1cc([N+](=O)[O-])cc(/C=C2/SC(=S)N(Cc3ccccc3)C2=O)c1O	1	-4	0.2	-1.0	-2	-0.3	-1.1	0.0	-10	-1.2	0.1
CCOc1ccccc1Oc1cn[nH]c1-c1ccc(O)cc1O	-11	-5	-5.0	-5.5	9	-0.2	-1.5	-1.3	-72	-1.7	-0.3
Nc1c(OS(=O)(=O)c2ccccc2)cccc1OS(=O)(=O)c1ccccc1	-1	2	18*	1.5	3	2.7	3.5	3.5	-17	0.1	0.0
O=C(NC1CC1)c1ccc(CSCc2cccc(F)c2)o1	6	5	-1.6	-1.7	-2	0.1	0.8	1.4	7	-1.1	1.3
CCC(CC)C(=O)Nc1cccc(/C(C)=N\NC(=O)c2ccc(C)s2)c1	-2	0	2.4	0.2	0	0.6	3.0	0.3	1	-0.9	0.1
COCCN1CCn2c(nc3cc(NC(=O)c4cccs4)ccc32)C1	7	-1	1.5	-0.7	7	0.9	0.4	0.8	6	-0.2	-10

Outcome played no part in choosing rows; 6.7% or so of the library scored in one or more.
